GALK inh: qHTS Assay for Inhibitors of Human Galactokinase (GALK): NCGC Sytravon Library Screen | P51570 | recombinant GALK, Kinase-Glo ATP luminescence, 1 h | Potency, µM (doses to about 57.5 µM), without a hit: at the top dose activity, negative = inhibition, actives largely listed as inhibitors | 44,000 tested, under 10 active | AID 1347072, 2019;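 further: plate controls were full GALK reaction for no effect and reaction lacking GALK for full effect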
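5 nM GALK; 35 uM ATP; 100 uM D-galactose; 20 mM HEPES pH 8.0, 5 mM MgCl2, 60 mM NaCl, 1 mM DTT, 0.01% BSA; 1 h RT; Kinase-Glo Plus luminescence.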
B2AR arrestin ag: qHTS assay of beta-arrestin-biased ligands of beta2-adrenergic receptor: NCGC Sytravon Library Screen. Beta-2 adrenergic receptor (Homo sapiens), P07550. HTLA Tango cells, beta-arrestin recruitment, luciferase luminescence, 18 h. Potency, µM (doses to about 46.1 µM), inactives show at the top dose activation, most hits filed as activators. 44,000 tested, under 10 active;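 further: potency means the concentration at half of the fitted maximal effect; 0% = DMSO and full agonism = EC100 isoproterenol or metaproterenol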
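Tango cell line, 1% FBS DMEM; cpd titration up to 46 microM; 18 hr, 37 degrees C, 5% CO2. Luciferin/ATP substrate mix added, 15 min RT, luminescence. %Activity, CRC fitting, curve-class categorization.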
NTMT1 inhibitor: Primary qHTS for Inhibitors of N-terminal methyltransferase 1 (NTMT1): MTaseGlo Assay | N-terminal Xaa-Pro-Lys N-methyltransferase 1 (Homo sapiens), Q9BV86 | 59,000 tested, 2.5% active | Potency, µM (series often up to 114 µM), for the others: at the top dose activity change, negative = inhibition, usual class: inhibitors | NTMT1 MTase-Glo SAH luminescence, purified enzyme;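 further: potency means the concentration at half of the fitted maximal effect; plate controls were DMSO vehicle for no effect and no enzyme for full effect; nearly all actives have a fitted effect of over 65% in size; many of its hits are not listed in these tables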
PTAP-TSG101 blk: qHTS Validation Assay for Inhibitors of HIV-1 Budding by Blocking the Interaction of PTAP/TSG101: Sytravon Library Screen. Tumor susceptibility gene 101 protein (Homo sapiens), Q99816. AID 1347069, 2019. Potency, µM (series often up to 115 µM), inactives show at the highest dose activity change, negative = inhibition, most hits filed as inhibitors. 44,000 tested, under 10 active. Fluorescence polarization, FITC-PTAP peptide/Tsg101, 20 min; further: potency means the concentration at half of the fitted maximal effect; 0% is about no effect
Target sequence (Q99816 whole entry, looked up): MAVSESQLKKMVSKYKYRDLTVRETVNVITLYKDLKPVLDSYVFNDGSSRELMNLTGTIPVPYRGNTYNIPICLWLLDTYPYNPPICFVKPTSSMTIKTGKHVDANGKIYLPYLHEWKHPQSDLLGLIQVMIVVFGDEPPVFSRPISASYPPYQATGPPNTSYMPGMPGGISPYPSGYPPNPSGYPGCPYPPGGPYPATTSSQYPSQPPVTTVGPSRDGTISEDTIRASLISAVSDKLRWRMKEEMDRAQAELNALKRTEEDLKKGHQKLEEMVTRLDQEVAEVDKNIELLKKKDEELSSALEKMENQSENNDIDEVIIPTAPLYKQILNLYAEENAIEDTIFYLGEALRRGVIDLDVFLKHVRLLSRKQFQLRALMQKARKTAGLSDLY
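qHTS FP binding, 20 min r.t.: 10 uM Tsg101 domain + 50 nM FITC-PTAP peptide, pH 7.5 HEPES buffer with TCEP and EDTA.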
p53null 39C kill: qHTS Screen for Compounds that Selectively Target Cancer Cells with p53 Mutations: Cytotoxicity of p53 Null Cells at the Nonpermissive Temperature; H1299 p53-null (neo) cells, 39C, ATPlite viability, 24 h; Potency, µM (series often up to 46.1 µM), for the others: at the highest dose activity, negative = cell killing, usual class: cytotoxic; 55,000 tested, 0.97% active;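 further: potency means the concentration at half of the fitted maximal effect; 0% = DMSO only and -100% = full killing by 100 µM tamoxifen; nearly all actives have a fitted effect of over 50% in size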
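Temperature-shift cytotoxicity format: compound titrations on p53-null or A138V-expressing H1299 cells held 24 hr at 39C, cell ATP then measured, AC50 from Hill model.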
p53null 32C kill: qHTS Screen for Compounds that Selectively Target Cancer Cells with p53 Mutations: Cytotoxicity of p53 Null Cells at the Permissive Temperature. H1299-neo p53 null cells, ATP luminescence, 24 h, 32C. Potency, µM (top dose mostly 46.1 µM), for the others: at the highest dose activity change, negative = cytotoxicity, most hits filed as cytotoxic. 55,000 tested, 0.62% active;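 further: potency means the concentration at half of the fitted maximal effect; 0% = DMSO only and -100% = full killing by 100 µM tamoxifen; nearly all actives have a fitted effect of over 55% in size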
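H1299-neo, 600 cells/well; overnight 37C; cpd up to 46 uM, 24 h at 32C; ATPlite luminescence after 20 min RT; normalized to DMSO (0%) and tamoxifen 100 uM (100% kill); Hill-fit AC50.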
FH mod: Identification of activators of human fumarate hydratase by quantitative high-throughput screening; Fumarate hydratase, mitochondrial (Homo sapiens), P07954; FH coupled MDH/diaphorase resazurin fluorescence, 15 min; Potency, µM (series often up to 79.9 µM), without a hit: top-dose activity change, negative = inhibition, actives largely listed as inhibitors; 54,000 tested, 0.22% active; AID 1347055, 2019; further: potency means the concentration at half of the fitted maximal effect; on the % scale 0 is the no-effect control and ±100 the full control effect; the screen sought activators but most active calls are inhibition curves; nearly all actives have a fitted effect of over 45% in size
Target sequence (P07954 whole entry, looked up): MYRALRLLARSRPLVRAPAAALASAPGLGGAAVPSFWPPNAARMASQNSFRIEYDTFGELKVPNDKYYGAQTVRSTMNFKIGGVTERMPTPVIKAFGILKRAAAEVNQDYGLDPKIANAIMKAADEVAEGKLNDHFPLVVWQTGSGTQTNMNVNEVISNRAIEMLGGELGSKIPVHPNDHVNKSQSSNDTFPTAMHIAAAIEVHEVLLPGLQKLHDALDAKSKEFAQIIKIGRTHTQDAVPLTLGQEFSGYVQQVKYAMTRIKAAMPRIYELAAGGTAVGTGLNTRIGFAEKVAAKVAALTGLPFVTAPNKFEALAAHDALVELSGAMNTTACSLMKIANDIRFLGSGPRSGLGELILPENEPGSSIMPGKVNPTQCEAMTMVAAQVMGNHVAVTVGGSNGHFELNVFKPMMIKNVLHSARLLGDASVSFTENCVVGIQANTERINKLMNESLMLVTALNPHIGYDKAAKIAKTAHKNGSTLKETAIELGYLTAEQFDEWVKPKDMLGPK
An asterisk follows results filed as active. The call rests on the fitted dose curve; in most records, active means well fitted curve in the direction sought with a large enough effect; inconclusive means small, poorly fitted or top-dose-only effect, or another doubt; inactive means no such curve, though single readings can be large; an effect the other way counts as inactive or inconclusive. The list is partial, so the mix of outcomes need not match the whole.

For CCC(=O)N1c2ccccc2CC1C(=O)NCCc1ccc(Cl)cc1 (configuration not stated) the results were GALK inh 4.3%, B2AR arrestin ag -0.6%, NTMT1 inhibitor 4.0%, PTAP-TSG101 blk 1.5%, p53null 39C kill 6.1%, p53null 32C kill 4.3% and FH mod -19.5%.
`Cc1ccc(CCNC(=O)c2c3c(nc4ccccc24)C(=O)N(C2CCCCC2)C3)cc1` gave GALK inh -1.4%, B2AR arrestin ag 6.8%, NTMT1 inhibitor -20.2%, PTAP-TSG101 blk -0.6%, p53null 39C kill 8.8%, p53null 32C kill -2.0% and FH mod inconclusive.
For COc1ccc(Cc2nc3ccc(C(=O)NCCCN4CCN(C)CC4)cc3o2)cc1 the results were GALK inh 3.5%, B2AR arrestin ag 0.5%, NTMT1 inhibitor -4.5%, PTAP-TSG101 blk 0.5%, p53null 39C kill -15.1%, p53null 32C kill 9.2% and FH mod -23.8%.
`Cc1ccc(NC(=O)Cn2nnc(-c3nc(-c4ccncc4)no3)c2N)cc1` gave GALK inh -0.3%, B2AR arrestin ag 0.7%, NTMT1 inhibitor -10.2%, PTAP-TSG101 blk 0.2%, p53null 39C kill 4.7%, p53null 32C kill 9.9% and FH mod 18.1%.
`O=C(CSc1nc2c([nH]c3ccccc32)c(=O)n1-c1cccc(Cl)c1)NCC1CCCO1` (configuration not stated) gave GALK inh 2.0%, B2AR arrestin ag -1.4%, NTMT1 inhibitor 0.9%, PTAP-TSG101 blk -1.0%, p53null 39C kill -6.1%, p53null 32C kill -9.3% and FH mod -15.3%.
For COc1ccc(NC(=O)c2coc(=O)c3ccccc23)cc1OC the results were GALK inh 5.5%, B2AR arrestin ag -1.2%, NTMT1 inhibitor -4.1%, PTAP-TSG101 blk 2.2% and FH mod -25.2%.
For Cc1ccc(OC(=O)CSc2nnc(CNC(=O)c3ccccc3)o2)cc1 the results were GALK inh -11.4%, B2AR arrestin ag -3.5%, NTMT1 inhibitor -0.3%, PTAP-TSG101 blk -1.4%, p53null 39C kill 2.4%, p53null 32C kill -4.6% and FH mod -3.5%.
Screening Cc1noc2ncnc(Nc3ccc(F)cc3)c12 returned GALK inh -1.8%, B2AR arrestin ag -1.6%, NTMT1 inhibitor 4.3%, PTAP-TSG101 blk -6.1%, p53null 39C kill 10.2%, p53null 32C kill 4.4% and FH mod 2.2%.
Screening CCOc1ccc(NC(=O)c2c(C)oc3nc(C)nc(N4CCCC4)c23)cc1 returned GALK inh -0.1%, B2AR arrestin ag -0.9%, NTMT1 inhibitor -18.6%, PTAP-TSG101 blk 0.2%, p53null 39C kill -12.8%, p53null 32C kill 9.6% and FH mod 6.5%.
O=C(CCCCn1c(=O)c2ccccc2n(Cc2ccccc2Cl)c1=O)NCc1ccc2c(c1)OCO2 was read as GALK inh -1.4%, B2AR arrestin ag -2.0%, NTMT1 inhibitor -0.1%, PTAP-TSG101 blk -4.0%, p53null 39C kill 3.0%, p53null 32C kill 11.2% and FH mod -3.4%.
CCCN(CCC)CCNC(=O)c1ccc2c(c1)NC(=O)C(CS(=O)(=O)Cc1cccc(Br)c1)N2 (configuration not stated) was read as GALK inh -4.0%, B2AR arrestin ag 0.0%, NTMT1 inhibitor inconclusive, PTAP-TSG101 blk -0.2%, p53null 39C kill 13.4%, p53null 32C kill -8.6% and FH mod -20.0%.
Screening Cc1ccc(-c2nc(CCNC(=O)C(=O)Nc3ccc(C)c(C)c3)cs2)cc1 returned GALK inh 0.1%, B2AR arrestin ag -0.4%, NTMT1 inhibitor 17.0%, PTAP-TSG101 blk -4.0%, p53null 39C kill 17.3%, p53null 32C kill -4.6% and FH mod -2.9%.

Sorted by length of the SMILES (low to high): part of the list above
Screening Cc1noc2ncnc(Nc3ccc(F)cc3)c12 returned GALK inh -1.8%, B2AR arrestin ag -1.6%, NTMT1 inhibitor 4.3%, PTAP-TSG101 blk -6.1%, p53null 39C kill 10.2%, p53null 32C kill 4.4% and FH mod 2.2%.
For COc1ccc(NC(=O)c2coc(=O)c3ccccc23)cc1OC the results were GALK inh 5.5%, B2AR arrestin ag -1.2%, NTMT1 inhibitor -4.1%, PTAP-TSG101 blk 2.2% and FH mod -25.2%.
CCCN(CCC)CCNC(=O)c1ccc2c(c1)NC(=O)C(CS(=O)(=O)Cc1cccc(Br)c1)N2 (configuration not stated) was read as GALK inh -4.0%, B2AR arrestin ag 0.0%, NTMT1 inhibitor inconclusive, PTAP-TSG101 blk -0.2%, p53null 39C kill 13.4%, p53null 32C kill -8.6% and FH mod -20.0%.

Next section:
Screening COc1ccccc1CNC(=O)c1ccc(Nc2nc3ccccc3n3nnnc23)cc1 returned GALK inh 2.9%, B2AR arrestin ag -2.0%, NTMT1 inhibitor 0.3%, PTAP-TSG101 blk 0.1%, p53null 39C kill -23.3%, p53null 32C kill -7.1% and FH mod 7.5%.
For COc1ccc(-c2onc(C)c2C)cc1S(=O)(=O)NCc1ccco1 the results were GALK inh -2.0%, B2AR arrestin ag -1.0%, NTMT1 inhibitor -3.3%, PTAP-TSG101 blk 0.1%, p53null 39C kill 2.5%, p53null 32C kill 10.4% and FH mod -10.5%.
For CCOC(=O)c1sc(NC(=O)COc2ccccc2Cl)c(C(=O)OCC)c1C the results were GALK inh -7.2%, B2AR arrestin ag 0.0%, NTMT1 inhibitor -11.6%, PTAP-TSG101 blk 2.1%, p53null 39C kill 1.4%, p53null 32C kill 5.0% and FH mod -7.5%.
For CCCS(=O)(=O)N1CC(=O)N(c2cccc(Cl)c2C)C(C)(C(=O)NC2CCCC2)C1 (configuration not stated) the results were GALK inh -4.7%, B2AR arrestin ag 0.4%, NTMT1 inhibitor -3.4%, PTAP-TSG101 blk -2.4%, p53null 39C kill -3.4%, p53null 32C kill 1.5% and FH mod -0.7%.
`COc1cc(C(=O)NCc2nnnn2-c2ccc(C)c(C)c2)cc(OC)c1OC` gave GALK inh 1.2%, B2AR arrestin ag 1.3%, NTMT1 inhibitor inconclusive, PTAP-TSG101 blk -0.4%, p53null 39C kill 11.2%, p53null 32C kill 10.2% and FH mod -8.6%.
Cc1cc(C)cc(NC(=O)C(=O)NCC(c2cccnc2)N2CCOCC2)c1 (configuration not stated) was read as GALK inh 1.8%, B2AR arrestin ag 0.6%, NTMT1 inhibitor -5.5%, PTAP-TSG101 blk -1.1%, p53null 39C kill 4.5%, p53null 32C kill 12.6% and FH mod 10.7%.
`CCCCn1c(=O)c2oc3ccccc3c2n(CC(=O)Nc2ccccc2OC)c1=O` gave GALK inh 3.6%, B2AR arrestin ag 1.1%, NTMT1 inhibitor 11.8%, PTAP-TSG101 blk 3.7%, p53null 39C kill -12.3%, p53null 32C kill -9.6% and FH mod 11.8%.
Screening Cc1cn2c(=O)cc(COC(=O)COc3ccc(F)cc3)nc2s1 returned GALK inh -1.1%, B2AR arrestin ag 0.8%, NTMT1 inhibitor 1.8%, PTAP-TSG101 blk -1.3%, p53null 39C kill -9.1%, p53null 32C kill -9.8% and FH mod 25.9%.
CCOc1ccc(CNC(=O)c2ccc(-c3nc(CS(=O)(=O)c4ccccc4)c(C)o3)cc2)cc1 was read as GALK inh 4.2%, B2AR arrestin ag 0.8%, NTMT1 inhibitor -22.8%, PTAP-TSG101 blk 1.1%, p53null 39C kill 15.5%, p53null 32C kill 5.1% and FH mod -1.9%.
COc1ccc(N(CC(=O)N2CCN(c3ccccc3)CC2)S(=O)(=O)c2c(C)nn(C)c2C)cc1 was read as GALK inh 9.0%, B2AR arrestin ag 0.1%, NTMT1 inhibitor inconclusive, PTAP-TSG101 blk -6.2%, p53null 39C kill 14.0%, p53null 32C kill -8.6% and FH mod -5.8%.
`CCN(CC)c1ccc(C(=O)NCc2ccc3c(c2)CCN3C(C)=O)cc1` gave GALK inh -6.5%, B2AR arrestin ag -1.2%, NTMT1 inhibitor -4.1%, PTAP-TSG101 blk -4.1%, p53null 39C kill 13.4%, p53null 32C kill 0.4% and FH mod -22.0%.
`COc1ccccc1CNc1nc2ccc(C)cc2n2nnnc12` gave GALK inh -0.2%, B2AR arrestin ag -0.6%, PTAP-TSG101 blk -1.2%, p53null 39C kill 7.8% and p53null 32C kill -6.5%.
Cc1cccc(NC(=O)c2oc3ccccc3c2NC(=O)c2cc(=O)c3ccccc3o2)c1 was read as GALK inh -0.1%, B2AR arrestin ag -0.7%, NTMT1 inhibitor 5.5%, PTAP-TSG101 blk 2.6%, p53null 39C kill -10.3%, p53null 32C kill -0.1% and FH mod 3.5%.
For Cc1nn(-c2ccc(F)cc2)c(-n2cccc2)c1C(=O)NCCCN1CCN(c2ccccc2F)CC1 the results were GALK inh 2.1%, B2AR arrestin ag -1.2%, NTMT1 inhibitor 8.4%, PTAP-TSG101 blk -8.8%, p53null 39C kill -1.2%, p53null 32C kill -4.2% and FH mod -9.4%.
Screening COc1cc2nc(SCC(=O)Nc3cccc(C)c3)n3nc(CCn4c(C)nc5ccccc54)nc3c2cc1OC returned GALK inh -0.9%, B2AR arrestin ag -0.3%, NTMT1 inhibitor inconclusive, PTAP-TSG101 blk 1.1%, p53null 39C kill -15.1%, p53null 32C kill 3.0% and FH mod -14.6%.
`COc1ccc(NC(=O)CSc2nnc(-c3ccncc3)n2-c2ccccc2)cc1` gave GALK inh 2.5%, B2AR arrestin ag -1.0%, NTMT1 inhibitor 7.1%, PTAP-TSG101 blk 0.8%, p53null 39C kill 25.9%, p53null 32C kill -6.3% and FH mod 1.1%.
`CS(=O)(=O)N(CC(=O)NCCc1ccccc1)c1cc(C(F)(F)F)ccc1Cl` gave GALK inh -14.3%, B2AR arrestin ag 0.3%, NTMT1 inhibitor -3.3%, PTAP-TSG101 blk 0.3%, p53null 39C kill 11.5%, p53null 32C kill -5.1% and FH mod 0.1%.
Screening COc1cc(NC(=O)Cn2c(=O)nc(-c3ccccc3F)c3cc(Cl)ccc32)cc(OC)c1 returned GALK inh 0.7%, B2AR arrestin ag -0.7%, NTMT1 inhibitor 4.3%, PTAP-TSG101 blk -8.5%, p53null 39C kill -2.4%, p53null 32C kill 7.5% and FH mod -9.3%.
Screening COc1cc(NC(=O)C2CCN(S(=O)(=O)c3c(C)noc3/C=C/c3cccs3)CC2)cc(OC)c1 returned GALK inh 6.8%, B2AR arrestin ag -0.1%, NTMT1 inhibitor -16.1%, PTAP-TSG101 blk -3.7%, p53null 39C kill -12.1%, p53null 32C kill 21.2% and FH mod -8.6%.

Source: PubChem (National Center for Advancing Translational Sciences (NCATS))
